EPAC1 agonist = EPAC1 (human) agonism; O95398; EPAC1 agonist qHTS, biochemical assay; response scale: 100% = response to 6.5 mM cAMP; Potency, µM (series often up to 154 µM), without a hit: at the top dose activation, usual class: activators; hit rate 0.073% among 360,000; AID 720707; further: potency means the concentration at half of the fitted maximal effect; nearly all actives have a fitted effect of over 60% in size
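EPAC1 100 nM, Rap1B–BODIPY-GDP 250 nM, unlabeled GDP 50 uM; compound titration; 5 min RT; kinetic read ex480/em540 at 5-min intervals ×30 min; data normalized to 6.5 mM cAMP agonist control.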
EPAC2 antagonist = EPAC2 (human) antagonism. Q8WZA2. Potency, µM (doses to about 114 µM), without a hit: top-dose activity, negative = inhibition, actives largely listed as inhibitors. hit rate 0.18% among 360,000. EPAC2 GEF exchange of Rap1B-BODIPY-GDP, fluorescence; further: potency means the concentration at half of the fitted maximal effect; on the % scale 0 is the no-effect control and ±100 the full control effect; nearly all actives have a fitted effect of over 45% in size; many of its hits are not listed in these tables
PLK1 PBD block = PLK1 (human) polo-box domain binding inhibition. P53350. Plk1 PBD binding of FITC phosphopeptide, fluorescence polarization. Potency, µM, without a hit: max response, negative = inhibition, usual class: inhibitors. hit rate 2.8% among 360,000; further: potency means the concentration at half of the fitted maximal effect; series mostly up to about 57 µM; on the % scale 0 is the no-effect control and ±100 the full control effect; nearly all actives have a fitted effect of over 65% in size
Target sequence (P53350 whole entry, looked up, the tested form may be a part): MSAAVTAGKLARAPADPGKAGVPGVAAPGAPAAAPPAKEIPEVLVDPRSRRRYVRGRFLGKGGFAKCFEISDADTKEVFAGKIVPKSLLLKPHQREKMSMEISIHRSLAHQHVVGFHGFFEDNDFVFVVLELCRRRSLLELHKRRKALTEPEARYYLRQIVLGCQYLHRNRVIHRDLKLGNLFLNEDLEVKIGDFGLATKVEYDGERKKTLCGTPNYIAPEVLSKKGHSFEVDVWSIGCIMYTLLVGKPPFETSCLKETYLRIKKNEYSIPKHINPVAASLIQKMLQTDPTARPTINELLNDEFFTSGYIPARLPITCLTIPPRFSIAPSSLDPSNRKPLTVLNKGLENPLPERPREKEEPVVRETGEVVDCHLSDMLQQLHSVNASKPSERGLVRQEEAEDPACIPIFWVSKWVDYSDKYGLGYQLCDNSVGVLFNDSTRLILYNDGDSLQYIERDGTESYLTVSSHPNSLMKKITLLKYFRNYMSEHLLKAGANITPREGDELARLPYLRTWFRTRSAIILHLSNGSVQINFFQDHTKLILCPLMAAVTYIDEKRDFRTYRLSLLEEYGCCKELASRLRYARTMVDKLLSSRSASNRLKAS
CCT modulator = changes cytosolic chaperonin activity; hit rate 0.3% among 360,000; activity change, % (test concentration not listed), hits read low; purified chaperonin ATPase assay, HTRF ADP detection, 30 min; in the data active means activity change below about -30%; further: on the % scale 0 is the no-effect control and ±100 the full control effect
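Enzyme 40 or 20 nM (batch-dependent) in Tris pH 7.4/KCl/MgCl2/DTT; cpd 76 uM single point; ATP 10 uM; 30 min 37 °C; Transcreener ADP HTRF detection, 30 min RT; ratio 665/615.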
EPAC1 antagonist = EPAC1 (human) antagonism; EPAC1 GEF assay, Rap1b-BODIPY-GDP exchange fluorescence; hit rate 0.14% among 360,000; Potency, µM (titrated, usually from 115 µM), inactives show at the highest dose activity change, negative = inhibition, hits mostly inhibitors;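 further: potency means the concentration at half of the fitted maximal effect; plate controls were vehicle for no effect and positive control for full effect; nearly all actives have a fitted effect of over 50% in size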
PI5P4K alpha inh = inhibitors of human PI5P4K alpha; P48426; PI5P4Kalpha enzyme, ADP-Glo luminescence, 60 min; stronger effect = lower value; max response, %; hit rate 1.2% among 330,000; active means max response of -50% or lower; inconclusive means between -30% and -50%; inactive means -30% or higher; further: value at the top dose of about 77 µM; on the % scale 0 is the no-effect control and ±100 the full control effect
Target sequence (P48426 whole entry, looked up): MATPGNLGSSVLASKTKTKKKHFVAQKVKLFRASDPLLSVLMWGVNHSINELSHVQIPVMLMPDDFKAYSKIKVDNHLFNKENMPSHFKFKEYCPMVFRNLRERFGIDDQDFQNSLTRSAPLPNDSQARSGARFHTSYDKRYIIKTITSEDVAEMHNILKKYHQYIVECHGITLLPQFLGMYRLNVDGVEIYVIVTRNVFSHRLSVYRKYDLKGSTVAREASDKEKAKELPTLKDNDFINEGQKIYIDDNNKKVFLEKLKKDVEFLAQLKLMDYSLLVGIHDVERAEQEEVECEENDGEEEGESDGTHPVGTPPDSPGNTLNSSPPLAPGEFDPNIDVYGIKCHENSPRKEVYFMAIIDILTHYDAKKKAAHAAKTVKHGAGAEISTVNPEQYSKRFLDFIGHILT
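Compounds were pin-transferred onto PI5P4Kalpha and substrate in HEPES pH 7.4 buffer with EGTA, CHAPS and 5% DMSO. ATP (5 microM final) started the reaction, which ran 60 minutes at room temperature before ADP-Glo detection.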
WRN helicase inh = inhibitors of human WRN helicase | Potency, µM (highest dose often 114 µM), without a hit: top-dose activity change, negative = inhibition, hits mostly inhibitors | AID 651768 | Q14191 | hit rate 0.46% among 360,000 | WRN helicase unwinding, fluorescent forked duplex, kinetic; further: potency means the concentration at half of the fitted maximal effect; on the % scale 0 is the no-effect control and ±100 the full control effect; nearly all actives have a fitted effect of over 55% in size
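WRN at 20 nM final was preincubated with compound for 15 min at room temperature; reaction started with 100 nM forked duplex oligonucleotide carrying fluorophore and quencher plus 2 mM ATP (final). Unwinding followed kinetically by red fluorescence (ex 525/em 598 nm).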
MmCpn inh = blocks the Methanococcus maripaludis chaperonin Mm-Cpn; purified Mm-Cpn ATPase, ADP Transcreener TR-FRET; Potency, µM (doses to about 76.9 µM), for inactives: at the highest dose activity, negative = inhibition, most hits filed as inhibitors; hit rate 0.031% among 330,000; AID 504842; further: potency means the concentration at half of the fitted maximal effect; on the % scale 0 is the no-effect control and ±100 the full control effect; nearly all actives have a fitted effect of over 80% in size
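Compound-treated chaperonin, 25 nM final, turns over 10 uM ATP at 37°C for 30 min following a 10 min preincubation; ADP generated competes with ADP-d2 for Eu-cryptate antibody, lowering FRET.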
Active calls of the source: *; ? = inconclusive; nt = not tested or not shown; & = joins results of further samples; [ ] = another dose, or the depositor's remark. Unless noted, the call rests on the fitted dose curve; in most records, active means well fitted curve in the direction sought with a large enough effect; inconclusive means small, poorly fitted or top-dose-only effect, or another doubt; inactive means no such curve, though single readings can be large; an effect the other way counts as inactive or inconclusive. Some of the compounds tested, so the mix of outcomes need not match the whole.

SMILES	EPAC1 agonist	EPAC2 antagonist	PLK1 PBD block	CCT modulator	EPAC1 antagonist	PI5P4K alpha inh	WRN helicase inh	MmCpn inh
Cc1ccc(SCc2cc(=O)[nH]c(/N=C(\N)Nc3ccccc3Sc3ccccc3)n2)cc1	-1%	-2%	-6%	-2.1	-17%	-1	5%	1%
CCc1ccc(C2CC(c3ccccc3)Nc3nc(N)nn32)cc1 (stereo not given)	-4%	4%	-11%	-2.0	-9%	0	1%	4%
Cc1cc(NCC(=O)Nc2ccc(C)c(S(=O)(=O)N3CCOCC3)c2)ccc1Br	5%	-11%	1%	-0.1	3%	3	-9%	nt
CCOc1ccc(-c2csc3ncn(-c4ccc(OC)cc4)c(=O)c23)cc1	6%	-8%	-7%	-3.2	-12%	2	-3%	?
CC1=C(C(=O)N2CCCC(N3CCN(c4ccccc4F)CC3)C2)OCCO1 (stereo not given)	-3%	-6%	1%	-0.9	5%	-2	0%	1%
O=C(O)c1ccc(Cl)c(S(=O)(=O)N2CCCCCC2)c1	2%	3%	-2%	-1.7	6%	nt	-7%	2%
CC(C(=O)NC1C(=O)N2C(C(=O)O)=C(CSc3nnnn3C)CSC12)n1cc(Cl)cn1 (stereo not given)	-4%	8%	-17%	0.2	-1%	-2	-3%	1%
Cc1ccc(NC(=O)c2ccc(S(=O)(=O)N3CCC(C)CC3)cc2)nc1	-6%	-1%	-12%	-10.0	4%	0	11%	2%
CCOc1ccccc1NC(=O)c1ccccc1N(C)S(=O)(=O)c1ccc(C)cc1	2%	-11%	3%	1.1	-11%	5	-7%	nt
Cc1cccc(C(=O)NCC(=O)N2CCN(c3ccc(Cl)cc3)CC2)c1	-6%	8%	-7%	-3.8	-8%	0	0%	0%
CC(=O)Nc1ccc(NC(=O)C(C)Sc2n[nH]c(=O)n2Cc2ccccc2)cc1 (stereo not given)	1%	-1%	-3%	-1.1	?	1	-17%	-4%
COc1ccc2[nH]c(C(=O)N3CCc4ccccc4C3)c(C)c2c1	3%	5%	-8%	0.5	-16%	9	-8%	-2%
CCC(C)Sc1nnc(Cc2cc(=O)[nH]c(=O)[nH]2)n1-c1ccc(F)cc1 (stereo not given)	-20%	10%	-13%	2.1	13%	2	6%	2%
CC(=O)N1CCc2cc(S(=O)(=O)NC(C(=O)N3CCN(c4ccccc4F)CC3)C(C)C)ccc21 (stereo not given)	11%	-13%	-28%	-1.1	3%	0	-3%	nt
O=C(Nc1nccs1)c1ccc(Cl)c(S(=O)(=O)N2CCOCC2)c1	-3%	11%	2%	-0.8	7%	-9	-8%	1%
Cc1c(N/C=C(\Cl)C(=O)C(F)(F)F)c(=O)n(-c2ccccc2)n1C	12%	-2%	-3%	2.3	-6%	-10	-22%	1%
CCC1(CC)NC(=O)N(CC(=O)OC(C)C(=O)Nc2ccc(NC(C)=O)cc2)C1=O (stereo not given)	-8%	0%	-4%	0.2	-25%	-4	-21%	-7%
Cc1cc2ncc(C(N)=O)cn2n1	2%	-5%	-17%	-1.0	-8%	-14	-2%	3%
Cc1nc(Cl)sc1C(=O)NC(C)c1ccc(Cl)cc1 (stereo not given)	nt	3%	3%	-2.9	?	-3	-27%[57.1 µM]	0%
COc1cccc(/C=C/C(=O)NNC(=O)c2ccco2)c1OC	3%	5%	-9%	0.9	26%	-1	5%	0%
CC1CCN(CCCNC(=O)CN2CCN(Cc3ccc(Cl)cc3)C2=O)CC1	7%	20%	2%	-0.2	5%	1	-10%	1%
Cc1cc(C)cc(-n2ncc3c2CCCC3NC(=O)CN2CCCC2=O)c1 (stereo not given)	-3%	-1%	30µM*	-0.6	14%	3	-10%	-26%
O=C(O)c1cc(=O)c2c(OCC(O)COc3cccc4oc(C(=O)O)cc(=O)c34)cccc2o1	-2%	1%	-7%	1.2	7%	-11	nt	0%
CCOC(=O)N1CCN(c2c(NCCc3ccc(OCC)c(OCC)c3)c(=O)c2=O)CC1	0%	2%	-8%	-1.6	0%	nt	13%	0%
CCOC(=O)C1CCCN(C(=S)Nc2cccc(Cl)c2)C1 (stereo not given)	0%	8%	-4%	0.9	-16%	8	-6%	-2%
Cc1ccc(N(CC(=O)NC2CCCC2)C(=O)CNC(=O)c2cccs2)cc1C	-7%	-5%	-14%	-3.8	?	0	8%	2%
CCOC(=O)c1csc(NC(=O)c2ccc(S(=O)(=O)N(CC)CC)cc2)n1	0%	8%	-5%	0.4	4%	2	14%	-4%
COc1ccc(S(=O)(=O)NC(=O)C2(C)CCN2C(=O)CCC2CCCC2)cc1OC (stereo not given)	-12%	-3%	-4%	-1.3	11%	-12	10%	nt
O=C(NCc1ccco1)C1CC(c2ccc(C(F)(F)F)cc2)=NO1 (stereo not given)	-7%	-8%	-3%	-1.8	-2%	-4	-3%	nt
COCCN(C(=O)c1cc2c(s1)CCC2)c1c(N)n(CC(C)C)c(=O)[nH]c1=O	7%	8%	-26%	-0.9	5%	?	45µM*	2%

Pulled by compound from above, two records:
SMILES	EPAC1 agonist	EPAC2 antagonist	PLK1 PBD block	CCT modulator	EPAC1 antagonist	PI5P4K alpha inh	WRN helicase inh	MmCpn inh
COc1cccc(/C=C/C(=O)NNC(=O)c2ccco2)c1OC	3%	5%	-9%	0.9	26%	-1	5%	0%
O=C(O)c1ccc(Cl)c(S(=O)(=O)N2CCCCCC2)c1	2%	3%	-2%	-1.7	6%	nt	-7%	2%

(list continues)
SMILES	EPAC1 agonist	EPAC2 antagonist	PLK1 PBD block	CCT modulator	EPAC1 antagonist	PI5P4K alpha inh	WRN helicase inh	MmCpn inh
O=C(CCSc1nnc2scc(-c3ccccc3)n12)Nc1nc(-c2ccccc2)ns1	-4%	0%	-8%	-1.6	8%	6	0%	-1%
CCOC(=O)N1CCC(NCCNC(=O)c2cccc(F)c2)CC1	-7%	5%	4%	0.8	-9%	7	9%	-2%
Cc1ccc(S(=O)(=O)N2CCCC(C(=O)NCCCN3CCCCC3C)C2)cc1 (stereo not given)	0%	18%	-5%	-0.3	5%	nt	-2%	1%
O=C1NC[C@H](c2ccccc2)N(CC2CCCCC2)C1=O	13%	-9%	1%	-0.3	11%	9	-1%	2%
C/C(Cl)=C\C[N+](C)(C)CC(=O)OCCc1ccccc1	2%	5%	-7%	1.6	-4%	-2	3%	2%
COC(=O)c1ccc(-n2cnc(Cl)n2)c(F)c1	4%	12%	2%	-1.7	9%	12	6%	1%
CC1=NC(=O)C(N=Nc2ccccc2)N1c1ccccc1 (stereo not given)	-5%	3%	-4%	-0.8	-2%	2	6%	1%
O=C(NCC(c1ccco1)N1CCOCC1)c1ccc(F)c(F)c1 (stereo not given)	0%	4%	4%	-9.9	15%	-4	6%	0%
COc1ccc(C(=O)NCC(C)(C)N2CCOCC2)cc1S(=O)(=O)N1CCCC1	6%	10%	-2%	-1.9	3%	-1	-25%	1%
Cc1ccc(-c2cc(Cc3cccs3)c(=O)[nH]n2)cc1	-11%	9%	-7%	0.0	-7%	0	8%	-1%
COc1cccc(OCc2cc(C(=O)N3CCN(C)C(c4ccccc4)C3)no2)c1 (stereo not given)	12%	-26%	-5%	-0.8	-15%	15	-12%	-13%
Cc1cc2c(cc1S(=O)(=O)NCc1ccccc1)NC(=O)CO2	12%	1%	2%	0.8	-5%	-6	-2%	-2%
COc1ccc(NC(=O)CSc2ccc3nnc(-c4cccnc4)n3n2)c(OC)c1	-7%	1%	-3%	0.3	-6%	-10	-8%	-1%
CC(=O)NC(c1ccco1)c1cc(Cl)c2ccc(Cl)nc2c1O (stereo not given)	-15%	?	nt	nt	-15%	nt	nt	-1%&-1%
Cc1ccc(NS(=O)(=O)c2cccc3cccnc23)c(Cl)c1	9%	28µM*	-16%	1.6	12%	2	-14%	0%

Full records as entered above. Order of values: EPAC1 agonist | EPAC2 antagonist | PLK1 PBD block | CCT modulator | EPAC1 antagonist | PI5P4K alpha inh | WRN helicase inh | MmCpn inh
Entry for CC1=NC(=O)C(N=Nc2ccccc2)N1c1ccccc1 (stereo not given) : -5% | 3% | -4% | -0.8 | -2% | 2 | 6% | 1%
Entry for O=C(CCSc1nnc2scc(-c3ccccc3)n12)Nc1nc(-c2ccccc2)ns1 : -4% | 0% | -8% | -1.6 | 8% | 6 | 0% | -1%
Entry for COC(=O)c1ccc(-n2cnc(Cl)n2)c(F)c1 : 4% | 12% | 2% | -1.7 | 9% | 12 | 6% | 1%

(listing goes on)
SMILES	EPAC1 agonist	EPAC2 antagonist	PLK1 PBD block	CCT modulator	EPAC1 antagonist	PI5P4K alpha inh	WRN helicase inh	MmCpn inh
O=C(COC(=O)C1CC2C=CC1C2)Nc1c(Br)cc([N+](=O)[O-])cc1Br (stereo not given)	3%	3%	-13%	0.3	-6%	?	-32%	4%
O=C(CCC1CCN(Cc2ccc(C#CCCO)cc2)CC1)NC1CC1	8%	20%	-4%	-3.6	4%	8	3%	1%
COc1ccc(Cc2n[nH]c(=S)n(N)c2=O)cc1	0%	-7%	-20%	-16	6%	1	2%	3%
CC(C)C[C@@H](CN1CCCC1CN1C(=S)NC[C@@H]1Cc1ccccc1)N1C[C@H](Cc2ccc(O)cc2)N(CC2CCCCC2)C1=S (stereo not given in full)	-7%	1%	-13%	0.8	-12%	-1	-7%	nt
COc1ccccc1N1CCN(CCCCOc2ccc(C)cc2C)CC1	13%	-19%	3%	0.0	-3%	-5	2%	-6%
CCn1c(=O)c2ccccc2n(Cc2ccccc2C)c1=O	-15%	-22%	-12%	-5.2	-6%	-2	8%	3%
CNC(=O)c1sccc1SCc1ccc(Cl)cc1Cl	1%	-13%	-6%	-0.4	9%	3	9%	0%
COCC(C)N=CC1=C(O)CC(C)(C)CC1=O (stereo not given)	5%	-1%	-2%	-0.3	1%	nt	-5%	-1%
CC(C)C[C@@H](CN1CCCC1CN1C(=S)NC[C@@H]1Cc1ccccc1)N1C[C@H](Cc2ccc(O)cc2)N(CCc2ccccc2)C1=S (stereo not given in full)	-9%	1%	-9%	0.6	-4%	11	-9%	nt
COc1ccc(Oc2nc(-c3ccncc3)nc3ccccc23)cc1	5%	-2%	-1%	0.1	1%	1	-17%	-13%
CCOc1ccc(N2C(=O)CC(Sc3nc(O)c(CC)c(=O)[nH]3)C2=O)cc1 (stereo not given)	7%	-1%	-2%	0.2	0%	-1	-8%	nt
COc1cc(NC(=O)C2(C)CCCN(C(C)C)C2)cc(OC)c1OC (stereo not given)	2%	8%	-2%	1.1	5%	-2	2%	nt
CCn1c(COc2cccc(C)c2C)nnc1SCC(=O)Nc1cc(C)on1	17%	-7%	-8%	-4.0	-7%	1	1%	1%
Cc1ccc(S(=O)(=O)N2CCOCC2)cc1NC(=O)CSc1nc(N)cc(N)n1	1%	3%	-6%	-0.3	-1%	1	14%	-2%
O=C(COc1ccc(Cl)c2cccnc12)N1CCOCC1	9%	-1%	-11%	-1.9	-4%	-1	3%	0%
